Polio RdRp inh – poliovirus RdRp elongation inhibitors, primary screen, biochemical, fluorescence polarization, total intensity. Genome polyprotein (Poliovirus type 1 (strain Mahoney)), P03300. poliovirus polymerase elongation; active compounds read low. % elongation, % (compound at 16.7 µg/mL). hit rate 0.66% among 150,000. AID 588519, 2011; in the data active = % elongation below about 90%; also: some results filed as inactive read as strong as hits
Target sequence (P03300 1749-2209 limits assumed): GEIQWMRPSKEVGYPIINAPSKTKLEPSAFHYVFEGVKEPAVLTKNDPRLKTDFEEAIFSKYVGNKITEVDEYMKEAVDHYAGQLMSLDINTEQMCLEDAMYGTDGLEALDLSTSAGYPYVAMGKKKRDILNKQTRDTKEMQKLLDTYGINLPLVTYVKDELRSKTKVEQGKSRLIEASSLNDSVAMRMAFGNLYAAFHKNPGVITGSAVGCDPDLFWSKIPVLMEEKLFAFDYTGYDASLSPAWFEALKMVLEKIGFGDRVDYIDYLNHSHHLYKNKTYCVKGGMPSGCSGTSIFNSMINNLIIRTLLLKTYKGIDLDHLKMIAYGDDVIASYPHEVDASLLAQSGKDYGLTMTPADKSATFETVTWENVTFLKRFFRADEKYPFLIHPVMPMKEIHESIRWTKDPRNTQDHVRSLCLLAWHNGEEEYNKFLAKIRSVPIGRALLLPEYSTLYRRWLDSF
Polio RdRp inh FP z-score – recorded beside Polio RdRp inh, whose call it bears; z-score; measured here: FP z-score; hits read low
An asterisk follows results filed as active; & = joins results of further samples. Some of the compounds tested; count on the stated rates, not on these rows.

What do the screens show for `CC1CN(c2ccc(Cl)cc2)c2nc3c(c(=O)n(CC(=O)O)c(=O)n3C)n2C1` (stereo unspecified)?
Polio RdRp inh: 107.0; Polio RdRp inh FP z-score: 0.5

What do the screens show for `CC(C)/C=C1\CC/C(=C\c2ccc(C(F)(F)F)cc2)C1=O`?
Polio RdRp inh: 98.0; Polio RdRp inh FP z-score: -0.2

Results for NC(=O)C1CCN(c2nc(-c3ccccc3)nc3ccccc23)CC1 ?
Polio RdRp inh: 105.0; Polio RdRp inh FP z-score: 0.5

What do the screens show for `O=C(Nc1cc(Cl)cc(Cl)c1)C1=COCCO1`?
Polio RdRp inh: 101.0; Polio RdRp inh FP z-score: -0.2

How did CN(CC(=O)Nc1ccc(F)cc1)C(=O)COc1ncnc2c1cnn2-c1ccccc1 do in these assays?
Polio RdRp inh: 103.0; Polio RdRp inh FP z-score: 0.1

How did CC(C)(C)C(=O)/C(C#N)=C/c1ccc(N2CCOCC2)cc1 do in these assays?
Polio RdRp inh: 123.0; Polio RdRp inh FP z-score: 2.2

What do the screens show for `Cc1ccc(C)c(NC(=O)CCOc2ccccc2)c1`?
Polio RdRp inh: 105.0; Polio RdRp inh FP z-score: 0.3

How did Cc1ccc(CSc2nc3cccnc3n2Cc2ccc(C(=O)NCc3cccs3)cc2)cc1 do in these assays?
Polio RdRp inh: 111.0; Polio RdRp inh FP z-score: 0.2

How did Cc1ccc(N2CC(NC(=O)C3CCCCC3)CC2=O)cc1C (stereo unspecified) do in these assays?
Polio RdRp inh: 107.0; Polio RdRp inh FP z-score: 0.1

What do the screens show for `CN(C)c1ccc(N/C=C2/CCCC2=O)cc1`?
Polio RdRp inh: 104.0; Polio RdRp inh FP z-score: 1

What do the screens show for `CCn1nc(C)cc1Nc1ccccc1`?
Polio RdRp inh: 103.0; Polio RdRp inh FP z-score: 0.7

What do the screens show for `Cc1nnsc1C(=O)Nc1ccccn1`?
Polio RdRp inh: 102.0; Polio RdRp inh FP z-score: -0.1

An excerpt from above in order of heavy-atom count, largest number first:
What do the screens show for `CC1CN(c2ccc(Cl)cc2)c2nc3c(c(=O)n(CC(=O)O)c(=O)n3C)n2C1` (stereo unspecified)?
Polio RdRp inh: 107.0; Polio RdRp inh FP z-score: 0.5

How did CC(C)(C)C(=O)/C(C#N)=C/c1ccc(N2CCOCC2)cc1 do in these assays?
Polio RdRp inh: 123.0; Polio RdRp inh FP z-score: 2.2

What do the screens show for `Cc1nnsc1C(=O)Nc1ccccn1`?
Polio RdRp inh: 102.0; Polio RdRp inh FP z-score: -0.1

Two compounds picked at random from the list so far, as already listed:
What do the screens show for `Cc1nnsc1C(=O)Nc1ccccn1`?
Polio RdRp inh: 102.0; Polio RdRp inh FP z-score: -0.1

What do the screens show for `CC(C)/C=C1\CC/C(=C\c2ccc(C(F)(F)F)cc2)C1=O`?
Polio RdRp inh: 98.0; Polio RdRp inh FP z-score: -0.2

The listing picks up; the 5 compounds before the break are reprinted first.
How did Cc1ccc(CSc2nc3cccnc3n2Cc2ccc(C(=O)NCc3cccs3)cc2)cc1 do in these assays?
Polio RdRp inh: 111.0; Polio RdRp inh FP z-score: 0.2

How did Cc1ccc(N2CC(NC(=O)C3CCCCC3)CC2=O)cc1C (stereo unspecified) do in these assays?
Polio RdRp inh: 107.0; Polio RdRp inh FP z-score: 0.1

What do the screens show for `CN(C)c1ccc(N/C=C2/CCCC2=O)cc1`?
Polio RdRp inh: 104.0; Polio RdRp inh FP z-score: 1

What do the screens show for `CCn1nc(C)cc1Nc1ccccc1`?
Polio RdRp inh: 103.0; Polio RdRp inh FP z-score: 0.7

What do the screens show for `Cc1nnsc1C(=O)Nc1ccccn1`?
Polio RdRp inh: 102.0; Polio RdRp inh FP z-score: -0.1

How did C=C(C)CN=c1scc(-c2cc3ccccc3o2)n1/N=C/c1cccc(OC)c1O do in these assays?
Polio RdRp inh: 108.0; Polio RdRp inh FP z-score: 0.8

What do the screens show for `CCOC(=O)C1=C(C)N=C2SCCC(=O)N2C1c1ccccc1` (stereo unspecified)?
Polio RdRp inh: 99.0; Polio RdRp inh FP z-score: -0.1

Results for Cc1cc(C)c(Cn2c(CCNC(=O)c3ccco3)nc3ccccc32)c(C)c1 ?
Polio RdRp inh: 105.0; Polio RdRp inh FP z-score: -0.6

Results for CC(=O)c1cc2c(cc1O)OC(C)(C)C=C2 ?
Polio RdRp inh: 98.0; Polio RdRp inh FP z-score: 0.1

Results for CCc1ccc(C2NCc3ccccc3-n3cccc32)cc1 (stereo unspecified) ?
Polio RdRp inh: 106.0; Polio RdRp inh FP z-score: 0.3

How did CCNc1nc2c(c(=O)n(Cc3ccccc3)c(=O)n2C)n1Cc1ccccc1 do in these assays?
Polio RdRp inh: 103.0; Polio RdRp inh FP z-score: 0.4

Results for Cc1ccc(N2C(=O)C(CC(=O)Nc3cccc(F)c3)N(C3CC3)C2=O)cc1 (stereo unspecified) ?
Polio RdRp inh: 101.0; Polio RdRp inh FP z-score: 0.3

Results for COc1ccc(NC(c2ccc(F)cc2)c2nnc(-c3ccccc3Cl)o2)cc1Cl (stereo unspecified) ?
Polio RdRp inh: 107.0; Polio RdRp inh FP z-score: 0.7

Results for Cc1ccc(CC2SC(N3CCN(c4ccccc4)CC3)=NC2=O)cc1 (stereo unspecified) ?
Polio RdRp inh: 106.0; Polio RdRp inh FP z-score: 0.4

Results for COc1cc(C2c3c(oc4ccccc4c3=O)C(=O)N2c2ccccn2)cc(OC)c1OC (stereo unspecified) ?
Polio RdRp inh: 102.0; Polio RdRp inh FP z-score: -0.5

How did COC(=O)c1ccccc1NC(=O)c1cccnc1 do in these assays?
Polio RdRp inh: 96.0; Polio RdRp inh FP z-score: -0.5

Results for O=C(O)C1C2CCC(C2)C1C(=O)Nc1ccc(Cc2ccncc2)cc1 (stereo unspecified) ?
Polio RdRp inh: 101.0; Polio RdRp inh FP z-score: 0

How did CNC(=O)c1ccc2c(c1)CCCN2S(C)(=O)=O do in these assays?
Polio RdRp inh: 101.0; Polio RdRp inh FP z-score: -0.3

How did Cn1c(=O)c2sccc2n2c(CCCC(=O)Nc3ccc(F)cc3F)nnc12 do in these assays?
Polio RdRp inh: 107.0; Polio RdRp inh FP z-score: 0.5

What do the screens show for `Cc1cccc(C)c1NC(=O)CNc1ccccc1`?
Polio RdRp inh: 101.0; Polio RdRp inh FP z-score: 0.3

How did COC(=O)c1c(C)oc2ccc(N(C(=O)c3ccncc3)S(=O)(=O)c3c(C)cc(C)cc3C)cc12 do in these assays?
Polio RdRp inh: 104.0; Polio RdRp inh FP z-score: -0.3

How did N#Cc1ccc(COC(=O)CCC(=O)c2ccc(F)cc2)cc1 do in these assays?
Polio RdRp inh: 102.0; Polio RdRp inh FP z-score: 0.3

What do the screens show for `COc1ccc(OC)c(CNC(=O)C2COc3ccccc3C2)c1` (stereo unspecified)?
Polio RdRp inh: 106.0; Polio RdRp inh FP z-score: -0.1

What do the screens show for `COc1ccc(N2Cc3cccc(C(=O)Nc4ccc(C)c(C)c4)c3C2=O)cc1`?
Polio RdRp inh: 111.0; Polio RdRp inh FP z-score: 1

Results for CSc1sc(-c2nc(C(C)(C)C)cs2)c2c1C(=O)CCC2 ?
Polio RdRp inh: 108.0; Polio RdRp inh FP z-score: 0.8

What do the screens show for `COc1cccc(N2CCN(C(=O)c3cnn(C(C)(C)C)c3C3CCN(C(=O)OC(C)(C)C)CC3)CC2)c1`?
Polio RdRp inh: 108.0; Polio RdRp inh FP z-score: 0.1

How did NCCC1CCCO1 (stereo unspecified) do in these assays?
Polio RdRp inh: 103.0; Polio RdRp inh FP z-score: 0.3

How did CCCN(C)S(=O)(=O)c1ccc(I)cc1 do in these assays?
Polio RdRp inh: 99.0; Polio RdRp inh FP z-score: -0.2

What do the screens show for `CCN(CC)c1ccc2c(c1)oc(=O)c1c(Cl)cc(=O)oc12`?
Polio RdRp inh: 43.0; Polio RdRp inh FP z-score: -5.7

How did CCc1ccc(NC(=O)CSc2nc3c([nH]c4ccccc43)c(=O)n2C)cc1 do in these assays?
Polio RdRp inh: 105.0; Polio RdRp inh FP z-score: -0.5

Results for COc1cc(OC)c(NC(=O)c2c(C)nn(-c3ccccc3)c2-n2cccc2)cc1Cl ?
Polio RdRp inh: 103.0; Polio RdRp inh FP z-score: 0.2

What do the screens show for `Cc1cc(NC(=O)COC(=O)C2CSC3(C)CCC(=O)N23)no1` (stereo unspecified)?
Polio RdRp inh: 104.0; Polio RdRp inh FP z-score: 0.1

What do the screens show for `CCSc1nc2c(c(=O)n1C)C1(CCCCC1)Cc1ccccc1-2`?
Polio RdRp inh: 105.0; Polio RdRp inh FP z-score: 0.3

What do the screens show for `CCOC(=O)c1c(NC(=O)CSc2cn(CCNC(=O)c3ccccc3OC)c3ccccc23)sc2c1CCC2`?
Polio RdRp inh: 106.0; Polio RdRp inh FP z-score: 0.3

Results for Cc1ccc(NC(=O)c2sc3nc(-c4ccncc4)ccc3c2N)cc1 ?
Polio RdRp inh: 81.0; Polio RdRp inh FP z-score: -3.8

What do the screens show for `CN1CCOCCOCCOCC1`?
Polio RdRp inh: 99.0; Polio RdRp inh FP z-score: -0.2

How did CCCn1c(C)cc(C(=O)CN(C)S(=O)(=O)c2ccc(F)cc2)c1C do in these assays?
Polio RdRp inh: 104.0; Polio RdRp inh FP z-score: 0.1

What do the screens show for `c1ccc(CC2COC(c3cccn3Cc3ccccc3)=N2)cc1` (stereo unspecified)?
Polio RdRp inh: 100.0; Polio RdRp inh FP z-score: -0.3

How did COc1cccc(NC(=O)c2cc3cc4ccc(C)cc4nc3o2)c1 do in these assays?
Polio RdRp inh: 98.0; Polio RdRp inh FP z-score: -0.7

Results for Cc1ccc(-c2nnc(SCc3ccccc3C)o2)cc1 ?
Polio RdRp inh: 105.0; Polio RdRp inh FP z-score: 0

What do the screens show for `COc1cc(CCC(=O)NCc2ccc3c(c2)CCN3C(=O)c2ccc(F)cc2)cc(OC)c1OC`?
Polio RdRp inh: 109.0; Polio RdRp inh FP z-score: 0.5

What do the screens show for `O=c1ccsn1Cc1ccccc1`?
Polio RdRp inh: 97.0; Polio RdRp inh FP z-score: -2.1

How did N#CCC(=O)N/N=C/c1ccc(OC2CSC2)cc1 do in these assays?
Polio RdRp inh: 99.0; Polio RdRp inh FP z-score: -0.6

Results for CCC(=O)N1CCN(c2ccc(N3CCOCC3)nn2)CC1 ?
Polio RdRp inh: 99.0; Polio RdRp inh FP z-score: -1.2

How did CCCN1C(=O)/C(=N\OCC(=O)N2N=C(c3ccc(Cl)cc3)CC2c2ccco2)c2ccccc21 (stereo unspecified) do in these assays?
Polio RdRp inh: 106.0; Polio RdRp inh FP z-score: 0.3

What do the screens show for `Cc1ccc(Nc2cc(C(=O)NCc3cccs3)c3ccccc3n2)c(C)c1`?
Polio RdRp inh: 105.0; Polio RdRp inh FP z-score: -1.2

Results for Cc1cc(C)c2c(CC(=O)NN3CCN(C)CC3)coc2c1 ?
Polio RdRp inh: 103.0; Polio RdRp inh FP z-score: 1.3

How did CC1CCC(NC(=O)c2ccc3c(c2)N(Cc2ccccc2F)C(=O)c2ccccc2S3=O)CC1 (stereo unspecified) do in these assays?
Polio RdRp inh: 111.0; Polio RdRp inh FP z-score: 0.8

What do the screens show for `COC(=O)C1=C(C)NC(C)=C(C(=O)OC)C1c1ccccc1[N+](=O)[O-]`?
Polio RdRp inh: 101.0&101.0&104.0&102.0; Polio RdRp inh FP z-score: 0&0.2&1.2&0.6

Results for COc1ccc(-c2nc(CSCC(=O)N(C)Cc3ccccc3)c(C)o2)cc1OC ?
Polio RdRp inh: 103.0; Polio RdRp inh FP z-score: 0.4

What do the screens show for `CCOC(=O)c1[nH]c(CBr)c(C(=O)OCC)c1C`?
Polio RdRp inh: 104.0; Polio RdRp inh FP z-score: 0.9

Results for CN(CC(=O)Nc1ccc(N2CCOCC2)cc1)c1nc(-c2ccccc2)nc2ccccc12 ?
Polio RdRp inh: 100.0; Polio RdRp inh FP z-score: -0.1

Results for CC1=C(CC(=O)O)c2cc(F)ccc2/C1=C\c1ccc(S(C)=O)cc1 (stereo unspecified) ?
Polio RdRp inh: 99.0; Polio RdRp inh FP z-score: -0.1

How did COc1ccc2c(c1)c1c(c(=O)n(-c3ccc(F)c(Cl)c3)c(=O)n1Cc1ccccc1C)n2C do in these assays?
Polio RdRp inh: 103.0; Polio RdRp inh FP z-score: -1.1

How did COCCCNc1nc2ccccc2[nH]c1=O do in these assays?
Polio RdRp inh: 99.0; Polio RdRp inh FP z-score: -0.5

What do the screens show for `CCOc1ccc(-n2cc(-c3ccccc3)c3c(NC4CCCC4)ncnc32)cc1`?
Polio RdRp inh: 109.0; Polio RdRp inh FP z-score: 0.4

What do the screens show for `COc1ccc(OC)c(N=C2SCCCN2C(=O)c2cc(=O)[nH]c3ccccc23)c1`?
Polio RdRp inh: 103.0; Polio RdRp inh FP z-score: 0.2

What do the screens show for `Cc1noc(C(F)(F)F)c1C(=O)O/N=C(\N)c1ccc(C(F)(F)F)cc1`?
Polio RdRp inh: 102.0; Polio RdRp inh FP z-score: -0.1

How did CCc1cccc(-n2c(=O)c3cccnc3n2CC(=O)NCc2ccccc2Cl)c1 do in these assays?
Polio RdRp inh: 110.0; Polio RdRp inh FP z-score: 0.2

How did N#Cc1c(N)nc2c(c1-c1ccccc1)CCC2 do in these assays?
Polio RdRp inh: 108.0; Polio RdRp inh FP z-score: 0.6

Results for Cc1ccc(C)c(N2CCN(C(=O)C3CCN(S(=O)(=O)c4cn(C)cn4)CC3)CC2)c1 ?
Polio RdRp inh: 104.0; Polio RdRp inh FP z-score: -0.4

What do the screens show for `CN(C)CCNC(=O)c1ccc2c(=O)n(Cc3ccc4c(c3)OCO4)c(=S)[nH]c2c1`?
Polio RdRp inh: 100.0; Polio RdRp inh FP z-score: -0.9

What do the screens show for `O=C1CN(C(=O)Cc2ccccc2)C(c2ccc(F)cc2)c2cc(Br)ccc2N1` (stereo unspecified)?
Polio RdRp inh: 104.0; Polio RdRp inh FP z-score: 0

What do the screens show for `Cc1ccc(NC(=O)Nc2nnc(N3C(C)CCCC3C)s2)cc1C` (stereo unspecified)?
Polio RdRp inh: 104.0; Polio RdRp inh FP z-score: 0.5

How did c1ccc(Cn2c(SCC3CCCCO3)nnc2-c2ccco2)cc1 (stereo unspecified) do in these assays?
Polio RdRp inh: 99.0; Polio RdRp inh FP z-score: -0.4

Source: PubChem BioAssay (ICCB-Longwood Screening Facility, Harvard Medical School)
